Assay outcomes deposited in PubChem BioAssay by National Center for Advancing Translational Sciences (NCATS).
GLP1R inv ag = inverse agonists of human GLP-1 receptor | P43220 | HEK293 GLP-1R CRE-luciferase, luminescence, 24 h; GLP-1R form is constitutively active | Potency, µM (series often up to 38.3 µM), for the others: at the top dose activity change, negative = inhibition, usual class: inhibitors | actives 1.6% (n = 410,000) | AID 624417; further: potency means the concentration at half of the fitted maximal effect; on the % scale 0 is the no-effect control and ±100 the full control effect; nearly all actives have a fitted effect of over 55% in size
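Inverse agonism was detected as reduced cAMP-driven luciferase luminescence after 24 h compound treatment. The cells were HEK293 clones expressing constitutively active human GLP-1R with the reporter. Reporter-only and GPR119 cell lines served as counterscreen controls.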
KB-V1 MDR tox = kills drug-selected multidrug resistant KB-V1 cells. actives 3.4% (n = 400,000). Potency, µM (titrated, usually from 46.1 µM), without a hit: at the top dose activity change, negative = cytotoxicity, actives largely listed as cytotoxic. KB-V1 MDR cells viability, CellTiter-Glo, 72 h; further: potency means the concentration at half of the fitted maximal effect; on the % scale 0 is the no-effect control and ±100 the full control effect; nearly all actives have a fitted effect of over 60% in size
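KB-V1 cells (P-gp-expressing MDR subline of KB-3-1) in phenol-red-free DMEM with 10% FBS were exposed to library compounds over a concentration series for 72 h at 37 degrees C. Viability read by CellTiter-Glo luminescence; concentration-effect curves fitted after normalization.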
TDP43 rescue = rescues yeast growth from TDP-43 toxicity | TDP-43 expressing yeast growth rescue, BacTiter-Glo, 24 h | Potency, µM (highest dose often 46.1 µM), for the others: at the highest dose growth rescue (activation), actives largely listed as activators | actives 1.8% (n = 410,000) | AID 652104; further: potency means the concentration at half of the fitted maximal effect; % of control where 0% means no effect; nearly all actives have a fitted effect of over 50% in size
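Cell-based yeast growth screen: TDP-43 expression induced in galactose, inoculum OD600=0.02 after raffinose pregrowth to mid-log. Read-out BacTiter-Glo luminescence at 24 hr, 30 deg C; inhibition of toxicity seen as signal increase.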
aSyn rescue = alpha-synuclein toxicity inhibition in yeast. AID 652106. actives 0.14% (n = 370,000). Yeast expressing alpha-synuclein, growth rescue, BacTiter-Glo, 24 h. Potency, µM (top dose mostly 46.1 µM), for inactives: at the top dose growth rescue (activation), most hits filed as activators; further: potency means the concentration at half of the fitted maximal effect; % of control where 0% means no effect; nearly all actives have a fitted effect of over 65% in size
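Screening used galactose-induced yeast with toxic alpha-synuclein levels, exposed to compound for 24 hr at 30 deg C. Cell growth, read with BacTiter-Glo luminescence, gave the measured signal.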
PTHR1 ag = PTHR1 (human) receptor agonism; Potency, µM (series often up to 115 µM), without a hit: at the highest dose activation, hits mostly activators; HEK293 GP2 PTHR1 cells, GloSensor cAMP luminescence, 1 h; actives 0.075% (n = 410,000); AID 743266; further: potency means the concentration at half of the fitted maximal effect; nearly all actives have a fitted effect of over 55% in size; some results filed as inactive show a strong effect at the top dose; inactives centre near -15; many of its hits are not listed in these tables
Target sequence (Q03431 whole entry, looked up): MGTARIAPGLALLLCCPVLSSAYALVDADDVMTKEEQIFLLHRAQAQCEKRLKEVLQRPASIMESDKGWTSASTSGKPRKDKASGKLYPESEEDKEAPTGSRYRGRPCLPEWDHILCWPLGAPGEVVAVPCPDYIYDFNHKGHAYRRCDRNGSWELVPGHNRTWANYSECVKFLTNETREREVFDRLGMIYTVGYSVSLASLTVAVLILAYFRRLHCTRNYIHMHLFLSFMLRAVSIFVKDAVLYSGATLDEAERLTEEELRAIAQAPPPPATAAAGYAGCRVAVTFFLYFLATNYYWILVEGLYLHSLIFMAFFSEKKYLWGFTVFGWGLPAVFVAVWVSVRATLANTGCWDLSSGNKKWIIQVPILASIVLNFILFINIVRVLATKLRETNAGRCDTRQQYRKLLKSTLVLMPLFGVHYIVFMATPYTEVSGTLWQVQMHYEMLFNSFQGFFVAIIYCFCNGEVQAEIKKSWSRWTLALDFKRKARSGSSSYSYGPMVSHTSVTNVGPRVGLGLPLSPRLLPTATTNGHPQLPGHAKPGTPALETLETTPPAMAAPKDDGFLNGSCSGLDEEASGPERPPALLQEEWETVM
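HEK-293-derived GP2 cells expressing PTHR1 and a GloSensor cAMP reporter, 3,000/well, plated overnight, given luciferin plus IBMX (each 0.5 mM as added) for 1 h at 37 °C, then compound for 1 h at 37 °C. Luminescence was read after 15 min at room temperature.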
HEK293 tox = cytotoxic in the GLP-1 receptor inverse agonist counter-screen; Potency, µM (series often up to 38.3 µM), for the others: top-dose activity change, negative = inhibition, most hits filed as inhibitors; actives 0.13% (n = 410,000); HEK293 cAMP-luciferase reporter cells, luminescence, 24 h; AID 624418;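 further: loss of luciferase light is scored as toxicity; potency means the concentration at half of the fitted maximal effect; on the % scale 0 is the no-effect control and ±100 the full control effect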
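Quantitative HTS format, 1536 wells, 200 cells/uL seeded. Compounds: 23 nL, 24 h, 37 °C. Detection: luciferase reagent, luminescence at 12 min RT; decreased signal taken as cytotoxic.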
D3 antag = blocks the human D3 dopamine receptor | P35462 | max response, negative = inhibition, % | actives 2.5% (n = 360,000) | D3R cells, DiscoveRx beta-arrestin luminescence, antagonist mode; hits give low values | AID 652054; in the data active means max response below about -50%; inconclusive means no clear call, values can overlap the other calls; further: on the % scale 0 is the no-effect control and ±100 the full control effect; mostly tested at two doses, the higher about 12 µM
Target sequence (P35462 whole entry, looked up): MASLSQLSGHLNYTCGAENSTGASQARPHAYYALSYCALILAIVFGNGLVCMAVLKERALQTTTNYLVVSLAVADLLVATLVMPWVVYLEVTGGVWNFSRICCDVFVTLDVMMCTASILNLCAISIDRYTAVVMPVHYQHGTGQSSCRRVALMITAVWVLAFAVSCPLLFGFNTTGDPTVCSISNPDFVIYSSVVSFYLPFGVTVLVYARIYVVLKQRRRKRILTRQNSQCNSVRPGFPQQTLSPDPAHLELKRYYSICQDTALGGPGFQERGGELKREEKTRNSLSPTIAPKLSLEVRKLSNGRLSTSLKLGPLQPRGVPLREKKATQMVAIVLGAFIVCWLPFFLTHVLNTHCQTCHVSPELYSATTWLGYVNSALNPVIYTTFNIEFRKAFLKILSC
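Cells plated overnight at 1500 cells/well, then exposed to library compounds with dopamine controls for 90 minutes at 37 degrees C. DiscoveRx reagent added for 30–60 minutes at room temperature; luminescence read, quantitative HTS format.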
GLP-1R agonist = GLP-1 receptor (human) agonism; HEK293 GLP-1R CRE-luciferase, luminescence, 4-6 h; cells express a hypersensitive GLP-1R form; Potency, µM (highest dose often 45.6 µM), without a hit: at the top dose activation, most hits filed as activators; actives 0.007% (n = 380,000); AID 624172; further: potency means the concentration at half of the fitted maximal effect; % of control where 0% means no effect
DRD3 agonist = activates the human D3 dopamine receptor; actives 0.58% (n = 410,000); D3R DiscoveRx beta-arrestin cells, luminescence, 90 min; max activation, %; P35462; in the data active means max activation above about 30%; further: 0% is about no effect; mostly tested at two doses, the higher about 12 µM
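Agonist-mode cell screen: cells plated at 1500/well and incubated overnight at 37 °C, then exposed to library compounds for 90 min at 37 °C. Detection reagent was added for 30–60 min at room temperature, and luminescence was read.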
* = called active by the depositor; i = inactive; ? = inconclusive; nt = no result given; ! = not active in a repeat; [ ] = another dose, or the depositor's remark. Unless noted, the call rests on the fitted dose curve; in most records, active means well fitted curve in the direction sought with a large enough effect; inconclusive means small, poorly fitted or top-dose-only effect, or another doubt; inactive means no such curve, though single readings can be large; an effect the other way counts as inactive or inconclusive. An excerpt; the hit share may differ from the screen's.

SMILES	GLP1R inv ag	KB-V1 MDR tox	TDP43 rescue	aSyn rescue	PTHR1 ag	HEK293 tox	D3 antag	GLP-1R agonist	DRD3 agonist
CCCCCCn1c(SCCN2CCOCC2)nc2c1c(=O)[nH]c(=O)n2C	14%	-22%	-2%	-2%	i	-1%	4	1%	-3
Cc1cc(C)c(S(=O)(=O)N2CCN(C(=O)N3CCOCC3)CC2)c(C)c1	-7%	0%	2%	10%	-2%	2%	2	-2%	18
CC(C)(C)NC(=O)CCCSc1nc2ccccc2s1	?	?	?	12%	-41%[inhibitor]	-16%	12	8%	1
Cc1cccc(CN2C(=O)/C(=C\c3ccc(C(=O)NCCN4CCOCC4)cc3)Sc3ccccc32)c1	?	?	-3%	-27%	-20%	76%[activator]	33	-4%	3
Cn1c(=O)c2cccnc2c(=O)n1C	0%	-18%	4%	2%	i	-3%	0	-6%	6
CCc1ccccc1Oc1nc(NCCOC)nc2cc(-c3ccccc3)sc12	-16%	0%	24%	1%	-23%	-13%	7	20%	5
COc1ccc(NC(=O)Nc2cnccn2)c(OC)c1	41%[activator]	5.8µM*	-6%	3%	i	1%	12	17%	4
CNC(=S)Nc1ccc(C)c(NC(=S)NC)c1	-4%	6%	12%	-4%	i	17%	-5	4%	1
CCC(=O)Nc1ccc(C(=O)COC(=O)CCN2C(=O)C3CC=CCC3C2=O)cc1 (stereo not drawn)	3%	27%	-15%	-2%	i	-4%	1	10%	12
CN(C)C(CNC(=O)c1cnc(Cl)c(Cl)c1)c1ccccc1 (stereo not drawn)	12%	-15%	5%	1%	-22%	-2%	-8	-6%	-22
COc1ccc(CCC(=O)NCCc2csc(-c3cccc(C)c3)n2)cc1	-18%	12%	?	nt	-24%	3%	nt	nt	-11
CC(NC(=O)COC(=O)COc1cccc2c1OC(C)(C)C2)c1ccccc1 (stereo not drawn)	21%	4%	-11%	2%	i	2%	1	-1%	1
C/C(=N/Nc1nc(C)c(C)s1)c1cccc([N+](=O)[O-])c1	4%	-1%	?	-7%	-1%	?	?	10%	0
Cc1occc1-c1nnc(SCC(=O)c2ccc(F)cc2)o1	2%	?	-4%	-7%	22%[57.5 µM]	-12%	20	4%	4
CCn1nnc(NC(=O)c2ccc(Br)o2)n1	9%	10%	-23%	-2%	i	4%	2	5%	3

Next part; it opens with the two that closed the last part.
SMILES	GLP1R inv ag	KB-V1 MDR tox	TDP43 rescue	aSyn rescue	PTHR1 ag	HEK293 tox	D3 antag	GLP-1R agonist	DRD3 agonist
Cc1occc1-c1nnc(SCC(=O)c2ccc(F)cc2)o1	2%	?	-4%	-7%	22%[57.5 µM]	-12%	20	4%	4
CCn1nnc(NC(=O)c2ccc(Br)o2)n1	9%	10%	-23%	-2%	i	4%	2	5%	3
CCN1CCN(CCNC(=O)CCc2c(C)c3c(C)nn(-c4ccccc4)c3n(C)c2=O)CC1	?	7%	-15%	14%	-22%	-15%	-1	2%	2
CCc1nc2ccc(C(=O)Nc3cc(-c4ccccc4)ccc3OC)cn2c1N(CC)CCN(C)C	?	?	9%	-4%	i	-19%	?	-1%	-6
COc1ccc(-c2cc(C(=O)Nc3ccc(C(N)=O)cc3)c3ccccc3n2)cc1	?	?	18%	-2%	-29%	?	15	21%	3
CC(=O)c1cccc(S(=O)(=O)NC2CCSc3ccccc32)c1 (stereo not drawn)	-27%	0%	-2%	-1%	-30%[inhibitor]	26%	-11	10%	-5
C/C(=N\NC(=O)Cc1ccccc1[N+](=O)[O-])c1cccnc1	20%	3%	7%	0%	i	4%	13	-4%	8
CC(C)CN1CCC(=O)N([C@H](CSc2ccccc2)Cc2ccccc2)CC1	?	13µM*!	5%	0%	i	3%	-14	10%	-50
N#Cc1ccc(-c2ccc(F)cc2)nc1Sc1ccccc1	0%	-21%	11%	-13%	i	5%	3	-4%	5
CCC(=O)N1CCn2c1nc1ccccc12	0%	-9%	-13%	-4%	i	-3%	5	-1%	2
CCC(O)C1CCN(C(=O)c2cc(COc3ccc(F)cc3F)on2)CC1 (stereo not drawn)	1%	-7%	15%	9%	-10%	-37%	-10	5%	4
CCOc1cc(/C=N/NC(=O)c2ccccc2OCc2ccc(F)cc2)ccc1O	-1%	-15%	11%	-7%	-38%[inhibitor]	1%	-7	6%	-4
CC(=O)c1cc(F)c(N2CCN(CCC#N)CC2)cc1C	4%	-6%	3%	-1%	i	-3%	2	-8%	1
O=C(COC(=O)CCC(=O)c1ccc(F)cc1)NCc1ccccc1Cl	3%	25%	-3%	1%	i	2%	0	11%	0
CCOC(=O)c1[nH]c(C)c(C(=O)OCC(=O)NCc2ccc(Cl)cc2)c1C	11%	6%	4%	-6%	i	-28%	24	2%	2
CCn1nnc(NC(=O)c2cccc(-c3cc4ccccc4oc3=O)c2)n1	12%	9%	-14%	5%	-33%	-17%	27	0%	4
COCCNC(=O)C(=O)Nc1ccc(Cl)cc1C	6%	?	11%	-4%	-16%	-4%	3	5%	-3

Another view of 2 compounds above:
Structure | GLP1R inv ag | KB-V1 MDR tox | TDP43 rescue | aSyn rescue | PTHR1 ag | HEK293 tox | D3 antag | GLP-1R agonist | DRD3 agonist
COc1ccc(-c2cc(C(=O)Nc3ccc(C(N)=O)cc3)c3ccccc3n2)cc1 | ? | ? | 18% | -2% | -29% | ? | 15 | 21% | 3
CC(=O)c1cccc(S(=O)(=O)NC2CCSc3ccccc32)c1 (stereo not drawn) | -27% | 0% | -2% | -1% | -30%[inhibitor] | 26% | -11 | 10% | -5

(continued)
SMILES	GLP1R inv ag	KB-V1 MDR tox	TDP43 rescue	aSyn rescue	PTHR1 ag	HEK293 tox	D3 antag	GLP-1R agonist	DRD3 agonist
COC(=O)c1cc(C(=O)c2cc(F)ccc2O)cn2c(=O)c3c(C)c(C)sc3nc12	14%	-8%	-11%	-2%	-33%[inhibitor]	31%[activator]	-18	-2%	-4
O=C(CN1CCN(c2cccc(C(F)(F)F)c2)CC1)N(C1CCCC1)C1CCS(=O)(=O)C1 (stereo not drawn)	0%	21µM*	19%	-10%	-4%	-22%	1	10%	-3
Cc1ccccc1CNC(=O)C1CCCN(S(=O)(=O)N(C)c2ccc(F)cc2)C1 (stereo not drawn)	?	-10%	27%	nt	-35%[inhibitor]	-6%	nt	nt	-3
CCOc1c(Cl)cc(CNc2ccc3[nH]c(=O)[nH]c3c2)cc1OC	-25%	2%	?	nt	i	?	nt	nt	-1
Cc1cccc(C)c1NC(=S)Nc1ccc(Cl)c(Cl)c1	?	8%	2%	-1%	-7%	?	-4	6%	16
O=C(NCCCN1CCOCC1)C1(c2ccccc2)CCCC1	-20%	-3%	6%	5%	19%[57.5 µM]	-1%	5	-21%	4
CC(c1ccco1)N(C(=O)c1cccs1)c1ccccn1 (stereo not drawn)	6%	-11%	-14%	-8%	i	17%	8	7%	4
COc1ccc(C2C(CC(=O)O)=C(Nc3ccccc3)C(=O)N2c2ccccc2)cc1 (stereo not drawn)	-12%	0%	-3%	1%	-13%	-1%	-8	-2%	-5
COCCCn1cc(CN2CC(N3CCN(C4CCN(C)CC4)CC3)CS2(=O)=O)nn1 (stereo not drawn)	6%	-2%	1%	-7%	i	6%	0	0%	-9
COc1ccc(N2CCN(C(=O)c3ccc4[nH]c(C)c(C)c4c3)CC2)cc1	3%	28%	30%	7%	i	6%	-1	12%	-6
CCOc1ccc(NC(=O)c2ccco2)cc1	-24%	-8%	-11%	-16%	-62%[inhibitor][57.5 µM]	5%	-12	-14%	0
O=C(CC(=O)c1ccccc1)CC(O)(C=Cc1ccccc1)c1ccccc1 (stereo not drawn)	?	-4%	-16%	?	-22%	-13%	-21	4%	-5
O=C(CSc1ncn[nH]1)Nc1ccc(OCc2ccccc2)cc1	0%	-19%	-5%	1%	-14%	-16%	-9	5%	0
Cc1noc(C)c1S(=O)(=O)N1CCC(C(=O)NCCc2ccc(S(N)(=O)=O)cc2)CC1	5%	2%	-14%	-7%	-18%[57.5 µM]	4%	36	5%	10
CCc1nc2ccc(C(=O)N(C)CC(=O)Nc3ccccc3C(F)(F)F)cc2nc1CC	2%	-23%	2%	5%	-1%	2%	?	13%	4
O=C(CC(Cc1ccccc1)C(=O)O)Nc1cccc(C(F)(F)F)c1 (stereo not drawn)	-2%	11%	-23%	-10%	i	13%	-17	3%	-8
Cc1ccc(C(=O)N/C(=C\c2ccco2)C(=O)NCCCN2CCOCC2)cc1C	15%	-3%	7%	8%	-22%	11%	13	5%	-11
CCOC(=O)CN1N=C(/C=C/c2ccc(C(C)C)cc2)CCC1=O	-8%	2.3µM*	29%	8%	-9%	-12%	22	30%	9
O=c1c2c(-c3cccs3)csc2ncn1/N=C/c1ccccn1	1%	18%	0%	10%	-10%	0%	3	6%	-6
COc1ccc(-n2nc(C(=O)NCC3CCCO3)c3ccccc3c2=O)cc1 (stereo not drawn)	8%	0%	-8%	-1%	i	0%	-20	-5%	-6
CC(C)(C)S(=O)(=O)N1Cc2cc(=O)n(Cc3ccccc3)c(CCO)c2[C@@H]1CCO	10%	-1%	7%	-2%	-2%	5%	2	10%	-3
C=CCOc1ccc(C2C3=C(CCCC3=O)N(CC(=O)O)C3=C2C(=O)CCC3)cc1OCC	2%	?	-5%	0%	i	-17%	4	-1%	5
Cc1cccc(N2CCN(CC(O)COc3ccccc3Cl)CC2)c1 (stereo not drawn)	?	-12%	-1%	6%	i	-11%	-75*	-1%	4
CC(C)(C)Cc1nnc(NS(=O)(=O)c2ccc([N+](=O)[O-])cc2)s1	-8%	-17%	-5%	-2%	-10%	-16%	3	-3%	0
